# NPR2 activator: GC-B (human) receptor activation; P20594; HEK293-GC-B cells, CNP EC30, cGMP TR-FRET; 0% at EC30 CNP, 100% saturating CNP; activation, % at 10 µM; hit rate 0.11% among 370,000; AID 1920062;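 active = activation at 10 µM reaching about 35% in either raw or pattern-adjusted values, limit read from the data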
# HTRA1 inh: blocks human HTRA1 serine peptidase | AID 504803 | recombinant HTRA1, FP-rhodamine activity-based probe, fluorescence polarization | inhibition, % at 5.96 µM | hit rate 0.5% among 340,000; in the data active = inhibition above about 36%;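 note: 0% = enzyme with DMSO and 100% = wells lacking enzyme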
# Target sequence (Q92743 whole entry, looked up): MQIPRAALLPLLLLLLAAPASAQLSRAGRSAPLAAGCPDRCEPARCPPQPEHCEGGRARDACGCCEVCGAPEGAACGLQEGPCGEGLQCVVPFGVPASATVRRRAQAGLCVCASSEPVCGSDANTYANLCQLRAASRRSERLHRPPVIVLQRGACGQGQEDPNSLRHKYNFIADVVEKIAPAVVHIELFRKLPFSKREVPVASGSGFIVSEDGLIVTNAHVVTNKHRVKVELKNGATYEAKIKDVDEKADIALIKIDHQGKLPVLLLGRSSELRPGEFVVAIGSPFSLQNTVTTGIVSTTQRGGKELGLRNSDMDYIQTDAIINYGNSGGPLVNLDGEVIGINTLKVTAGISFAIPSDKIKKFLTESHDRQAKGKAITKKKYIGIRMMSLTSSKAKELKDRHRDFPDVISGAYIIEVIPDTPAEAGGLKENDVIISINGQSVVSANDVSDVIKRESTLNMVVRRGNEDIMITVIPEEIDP
# PRMT1 FP inh: PRMT1 (human) inhibition, primary screen | Q99873 | recombinant PRMT1, activity-based probe fluorescence polarization | inhibition, % at 2.79 µM | hit rate 1.3% among 370,000 | AID 652257;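 active = inhibition above about 21% made by adding two undisclosed values, limit read from the data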
# LEDGF integ inh: blocks HIV-1 LEDGF/p75-dependent DNA integration. TR-FRET IN-LEDGF/p75 DNA integration, Eu/Cy5. inhibition, % at 3.7 µM. hit rate 0.64% among 370,000;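 active = inhibition above the screen-wide mean plus 3 SD, cut at about 13% in these data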;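 note: signal is the Cy5 over europium emission ratio at 671 and 618 nm; 0% = plate median of compound wells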
# TDP2 inh: blocks human TDP2 phosphodiesterase activity | O95551 | recombinant TDP2, T5PNP hydrolysis, p-nitrophenol absorbance 415 nm | inhibition, % at 12.8 µM | hit rate 0.34% among 370,000;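 active = inhibition above the mean of all tested compounds plus 3 SD, set per campaign, cut at about 25% in these data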;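 note: 0% = DMSO with enzyme and 100% = buffer with substrate but no TDP2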
#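 test system = human TDP2 enzyme | input = TDP2 enzyme at 120 nM final | medium = 50 mM Tris-HCl pH 7.5 with Mg2+, KCl, DTT, BSA | also added = T5PNP substrate, 5 mM | times = 2 h at 37 °C | technique = epi absorbance | benchmarks = high control without enzyme, low control DMSO plus TDP2 | replication = each compound tested once, singlicate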
# TCR CD3 inh: human TCR-CD3 binding inhibition. TAMRA-labeled TCR probe fluorescence, biochemical. inhibition, % at 9.4 µM. AID 651800. hit rate 0.37% among 360,000; in the data active = inhibition above about 19%;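 note: recombinant mutant TCR 2C K166C tagged with TAMRA read by polarization; 0% = receptor in buffer alone and 100% = receptor with positive control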
# rCAG binder: molecules binding r(CAG) RNA repeats. r(CAG) RNA repeat, TO-PRO-1 dye displacement fluorescence. inhibition, % at 3 µM. hit rate 1.3% among 370,000. AID 651821;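 active = inhibition above the plate cutoff, the mean of all test compounds on that plate plus 3 SD, cut at about 35% in these data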;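 note: 0% = DMSO alone and 100% = 100 µM mitoxantrone as full dye displacement; higher means more dye released from RNA so lower well fluorescence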
# mABHD4 FP: ABHD4 (mouse) inhibition, primary FP screen | Q8VD66 | purified mABHD4, FP-Rh probe fluorescence polarization | inhibition, % at 8.92 µM | hit rate 0.54% among 370,000 | AID 720543;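 active = inhibition exceeding the mean over every tested compound plus 3 SD, cut at about 30% in these data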;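 note: 0% = plate median of compound wells and 100% = S159A mutant with DMSO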
#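 Assay system: wild-type mouse ABHD4 protein; compound: single nominal dose of 8.92 µM, 0.89% DMSO final; schedule: 45 min + 60 min at 25 °C; measured by: FP readout, ex 525 nm / em 598 nm; evaluation: % inhibition of FP-Rh probe binding versus controls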
# SIAE primary: inhibitors of human sialic acid acetylesterase SIAE; Q9HAT2; SIAE FP-Rh probe binding, fluorescence polarization; inhibition, % at 9.66 µM; hit rate 0.69% among 370,000;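 active = inhibition above a cutoff: mean of compounds within the control limits plus 3 SD of those, cut at about 17% in these data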;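 note: 0% = plate median of compound wells and 100% = probe without SIAE protein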
# MBD2 DNA inh: MBD2-methylated oligo binding inhibition; Q9UBB5; inhibition, % at 4.4 µM; AID 686964; TR-FRET, MBD2 binding to methylated oligonucleotide; hit rate 0.31% among 370,000; in the data active = inhibition above about 13%
# Target sequence (Q9UBB5 whole entry, looked up): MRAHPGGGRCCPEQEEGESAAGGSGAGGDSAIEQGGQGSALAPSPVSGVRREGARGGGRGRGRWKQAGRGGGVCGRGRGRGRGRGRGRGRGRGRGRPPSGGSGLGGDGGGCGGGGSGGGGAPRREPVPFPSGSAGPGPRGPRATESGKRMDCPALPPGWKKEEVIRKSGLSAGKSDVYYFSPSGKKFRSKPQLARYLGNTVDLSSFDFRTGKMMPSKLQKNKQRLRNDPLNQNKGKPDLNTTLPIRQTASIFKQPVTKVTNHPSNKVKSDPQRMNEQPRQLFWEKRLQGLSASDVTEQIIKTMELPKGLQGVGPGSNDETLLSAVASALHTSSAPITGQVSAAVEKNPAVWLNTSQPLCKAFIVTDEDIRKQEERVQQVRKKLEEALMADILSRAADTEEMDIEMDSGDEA
# Numbers without * were called inactive; . = no result given. This is a subset; rates above refer to the full screens.
SMILES,NPR2 activator,HTRA1 inh,PRMT1 FP inh,LEDGF integ inh,TDP2 inh,TCR CD3 inh,rCAG binder,mABHD4 FP,SIAE primary,MBD2 DNA inh
O=C(c1cccc([N+](=O)[O-])c1)N1CCCC(C(=O)N2CCN(c3ccccc3)CC2)C1 (centres undefined),-1,-1,-4,-1,-15,1,-4,7,-10,1
COc1ccc(Cc2nnc(SCC(=O)NC3CCCCC3)n2C)cc1,1,-3,-1,4,13,-1,-4,-3,1,1
O=C(c1cc(Cl)cc(Cl)c1)N1CCN(c2cc(C(F)(F)F)nc3ccccc23)CC1,-5,.,0,-5,9,0,-1,1,-1,5
CCc1ccc2[nH]cc(S(=O)(=O)c3ccc(C)c(C)c3)c(=O)c2c1,-6,-17,2,2,-20,1,13,-9,-10,-2
O=C(Nc1ccccc1N1CCOCC1)c1ccccc1[N+](=O)[O-],-1,2,3,-2,6,4,2,-3,6,0
C[C@@H]1CN([C@@H](C)CO)C(=O)CCCn2nncc2CO[C@H]1CN(C)C(=O)c1ccncc1,4,-5,-1,-2,1,-1,3,2,5,-3
COc1ccc(CCNC(=O)c2cc(-c3cc(C)ccc3O)n[nH]2)cc1OC,-3,-12,-3,-2,-2,-2,5,-11,11,2
O=C(C=C1CCN(c2ncc(C(F)(F)F)cc2Cl)CC1)NNC(=O)Nc1ccc(Cl)cc1,1,3,-4,1,-1,-4,1,7,3,-5
O=[N+]([O-])c1ccc(NCCNS(=O)(=O)c2ccccc2)c(C(F)(F)F)c1,-16,-18,-1,5,3,2,6,-2,-1,-6
C=C(C)c1cccc(C(C)(C)NC(=O)Nc2ncccn2)c1,3,-5,-1,3,-31,-6,-3,-9,-6,-2
CCN(C(=O)COC(=O)c1ccc2c(c1)OCO2)c1ccccc1,-10,2,-3,3,-1,5,0,5,-5,-2
COc1ccc(-n2c(N)c(C(=O)NCc3ccco3)c3nc4ccccc4nc32)c(OC)c1,13,-39,5,0,0,-1,14,3,-13,-1
O=C(Nc1ccccc1)Nc1ccc(C(=O)N2CCCC2)cc1,9,3,1,0,11,0,-3,-1,1,2
CCOC(=O)c1[nH]c(C)c(C(=O)N2CCN(c3ccccc3)CC2)c1C,5,-4,-3,2,-10,8,-3,-1,1,-1
COc1cccc(C(C)(O)c2nc(-c3ccc4c(c3)OCO4)cs2)c1 (centres undefined),-2,.,-3,2,2,5,3,-9,-6,-3
CC1=C(CC(=O)c2ccc(Cl)cc2)C(=O)c2ccccc2C1=O,-1,1,5,0,15,0,10,0,-15,0
Cc1ccc(-c2sc(C(=O)NN)c(C)c2C#N)cc1,-9,5,3,-4,-3,-8,10,1,5,-3
Cc1ccc(C)c(SCC(=O)NCC(c2ccco2)N2CCCCC2)c1 (centres undefined),-4,-2,2,-2,-2,-1,-10,-1,1,-6
Cc1ccc(C)c(N(C(=O)c2csnn2)C(C(=O)NC2CCCCC2)c2ccncc2)c1 (centres undefined),0,-2,-1,5,4,3,1,2,-4,-5
Cc1cc(C)c2[nH]c(=O)c(CN(CC3CCCO3)C(=O)c3cnccn3)cc2c1 (centres undefined),5,5,0,0,5,-2,-5,1,-3,0
COc1ccc(CN2C(=O)COc3ccccc3C2c2nc3ccccc3[nH]2)cc1 (centres undefined),-11,.,2,-3,-3,-1,1,2,-4,-1
CCS(=O)(=O)Nc1ccccc1C(N)=O,-1,1,0,2,9,7,-2,0,-3,2
O=[N+]([O-])c1cccc(N=Cc2sc3ccccc3c2O)c1,-1,.,40*,-5,8,-8,-1,1,5,0
CS(=O)(=O)c1cnc(-c2ccccc2)nc1Oc1ccc(Cl)cc1,-6,4,-2,2,0,-2,0,5,-2,4
Cc1cccc(NC2=C(Cl)C(=O)OC2OC(C)C)c1 (centres undefined),0,6,-5,0,-21,7,-2,-8,-14,-1
SMILES,NPR2 activator,HTRA1 inh,PRMT1 FP inh,LEDGF integ inh,TDP2 inh,TCR CD3 inh,rCAG binder,mABHD4 FP,SIAE primary,MBD2 DNA inh
COc1ccc(OC)c(C2=NO[C@@H]3C(=O)N(c4cc(Cl)ccc4OC)C(=O)[C@H]23)c1,0,-6,-4,-2,11,2,14,-1,3,-4
CC1(C)NC(=O)N(CC(O)CN2CCOCC2)C1=O (centres undefined),-1,8,0,0,-3,1,1,1,0,4
O=S(=O)(NCCC1=CCCCC1)c1ccccc1Cl,0,-7,-1,-3,6,3,3,-8,-3,-6
CCC1CCCCN1S(=O)(=O)c1ccc(NC(=O)C2CCN(C(=O)c3ccco3)CC2)cc1 (centres undefined),-10,-11,-2,2,-13,0,-1,-11,0,-2
O=C(c1cc(-c2ccco2)on1)N1CCN(C(c2ccccc2)c2ccccc2)CC1,-9,-49,0,-2,18,-4,9,4,-13,-1
CC(C)(CO)NC(=S)NCc1ccco1,-7,.,6,3,10,7,0,5,7,4
CC(C)(C)S(=O)N1Cc2cn(Cc3ccccc3)c(=O)cc2[C@@H]1CCO (some centres undefined),1,7,3,-1,0,0,3,0,-8,-3
Cc1ccc(S(=O)(=O)NCc2ccc(C(=O)N(C)CCC#N)cc2)cc1,-6,5,1,-1,-1,2,-1,0,0,3
Nc1nnc(Cc2ccc(Cl)cc2Cl)s1,-6,-4,-3,-1,9,5,2,4,-4,-7
O=C(Nc1nnc(-c2ccc(F)cc2)o1)c1ccco1,1,4,1,-3,2,-1,2,8,4,1
Oc1ccc(/C=N/NC(=S)NCCN2CCOCC2)c(O)c1,0,-2,-2,-2,7,-6,0,1,3,3
O=C(Nc1cccc2ccccc12)c1csc([C@@H]2O[C@H](CO)[C@H](O)[C@H](O)[C@H]2O)n1,2,.,1,1,8,-6,3,0,-5,-1
CCCC(NC(=O)Cc1c(C)c2cc3c(C)c(C)oc3c(C)c2oc1=O)C(=O)N[C@@H](Cc1ccccc1)C(=O)O (some centres undefined),3,-4,5,-2,-12,4,16,5,-9,-3
O=[N+]([O-])c1ccccc1/C=N/Nc1nc(N2CCCC2)nc(N2CCCC2)n1,0,3,2,-3,-15,-10,-3,10,4,0
COc1ccc(/C=C2/SC(=O)N(CCNC(=O)C3CCCN3C(=O)c3cccs3)C2=O)cc1 (centres undefined),-2,-4,6,-3,-8,-3,2,2,-3,-1
O=C(CCN1C(=O)/C(=C/c2ccc(Cl)cc2)SC1=S)Nc1ccc(C(=O)O)cc1,1,12,0,2,3,1,4,3,2,-2
CCC1C(C#N)=C(N)OC2=C1C(=O)CC(C)(C)C2 (centres undefined),4,4,-1,8,-3,0,2,0,-7,2
CC1CC(C(F)(F)F)n2ncc(C(=O)O)c2N1 (centres undefined),6,1,1,2,0,3,0,3,2,-1
CC(=O)Nc1ccc(-c2ccnc3c2CC(C)(C(=O)NCc2ccc(N4CCN(C)CC4)cc2)O3)cc1 (centres undefined),-5,.,-2,0,1,8,2,3,0,-3
Cc1ccn2cc(CSc3ccccc3N)nc2c1,-7,4,1,2,-10,3,0,2,5,-1
CCOC(=O)c1c(N)sc(C(=O)N2CCCC(C(N)=O)C2)c1C (centres undefined),8,9,-3,2,-2,-7,1,4,5,-1
O=C1CCn2nc(-c3ccc(Cl)cc3)cc2N1,-4,-5,0,0,-10,2,3,-4,2,-7
Cc1cc(NC(=O)COC(=O)c2cc3c(s2)CCC(C)C3)no1 (centres undefined),-2,2,2,-4,-5,2,4,-13,-7,6
CC(=O)c1ccc(NC(=O)COC(=O)CCc2ccc(S(=O)(=O)N3CCOCC3)cc2)cc1,0,-2,-4,4,-6,-1,6,-3,4,-6
Cc1ccc(C(=O)OCC(=O)Nc2ncc(Cl)cc2Cl)cc1NC(=O)c1ccco1,9,-8,8,2,4,2,11,-1,-2,-1

# Reformatted with two lines to a compound: 4 of the compounds above
# Every second line gives: NPR2 activator	HTRA1 inh	PRMT1 FP inh	LEDGF integ inh	TDP2 inh	TCR CD3 inh	rCAG binder	mABHD4 FP	SIAE primary	MBD2 DNA inh
CC(=O)c1ccc(NC(=O)COC(=O)CCc2ccc(S(=O)(=O)N3CCOCC3)cc2)cc1
→ 0	-2	-4	4	-6	-1	6	-3	4	-6
CC1CC(C(F)(F)F)n2ncc(C(=O)O)c2N1 (centres undefined)
→ 6	1	1	2	0	3	0	3	2	-1
O=C(Nc1nnc(-c2ccc(F)cc2)o1)c1ccco1
→ 1	4	1	-3	2	-1	2	8	4	1
CC(C)(CO)NC(=S)NCc1ccco1
→ -7	.	6	3	10	7	0	5	7	4

# Going on with the list:
SMILES,NPR2 activator,HTRA1 inh,PRMT1 FP inh,LEDGF integ inh,TDP2 inh,TCR CD3 inh,rCAG binder,mABHD4 FP,SIAE primary,MBD2 DNA inh
Cc1cccc(C)c1NC(=O)C1(C)CSCC(=O)N1CCCN1CCOCC1 (centres undefined),9,.,-3,0,14,4,0,2,4,-3
Cc1cccc(C)c1NC(=S)N1CCC(N(C)CC2CCCO2)CC1 (centres undefined),3,-1,-1,2,4,6,-2,0,3,3
O=C(COC(=O)c1ccc(Br)c(S(=O)(=O)N2CCOCC2)c1)NC1CC1,4,6,-1,5,4,12,0,-1,0,-6
CC1C(=O)N2CCCc3cc(NC(=O)C(=O)NCCc4ccccc4)cc1c32 (centres undefined),-3,-9,-4,0,-3,4,0,3,-8,0
Cc1ccc(S(=O)(=O)CC(=O)N2CCN(c3ccc(F)cc3)CC2)cc1,-1,8,-1,-3,0,11,-6,1,-2,-6
COCCN(C(=O)Cc1cccs1)C(C(=O)NCc1ccc(OC)cc1)c1ccc(OC)cc1 (centres undefined),3,-5,-3,-2,2,7,-6,0,-1,-2
Cc1cc(C)c(C)c(S(=O)(=O)Nc2ccc(C(=O)N3CCCC3)cc2)c1C,-1,-3,-2,0,-4,8,-2,-3,-4,0
CC(=O)N=c1c(C#N)cc2c(=O)n3cccc(C)c3nc2n1Cc1ccco1,-5,.,9,-1,2,-8,8,2,1,-4
CCN(c1ccccc1)S(=O)(=O)c1ccc2[nH]cc(C(=O)N3CCOCC3)c(=O)c2c1,9,1,-2,0,8,-12,3,-7,-6,4
COc1ccc(CC(=O)Nc2ccc(C(=O)NC(C)(C)C)cc2)cc1,-5,-6,-1,-9,-1,9,-5,4,2,-5
CCCCNC(=O)C1(C)CCCCN1C(=O)c1cc(-c2ccccc2)cs1 (centres undefined),10,.,0,-1,8,-3,2,-4,-2,5
O=C(NCc1ccccn1)C(=O)NCC1OCCCN1S(=O)(=O)c1cc(F)ccc1F (centres undefined),10,-5,0,0,-5,1,3,-2,-9,0
CC1CC(C)(C)NC(=S)N1CCCC(=O)Nc1ccc(Br)cc1 (centres undefined),0,2,-5,0,14,6,-2,2,11,-4
Cc1c(C(N)=O)sc2ncn(CC(=O)N(C)C3CCCCC3)c(=O)c12,-1,5,-3,2,0,12,3,4,-7,-3
Cc1ccc(C(=O)NC2CCCc3c2cnn3-c2ccc(F)cc2F)cn1 (centres undefined),-4,5,2,1,-1,1,-2,1,-5,4
O=C(c1cccnc1)N1CCN(C(=O)c2cccc(Cl)c2)CC1,0,6,1,-2,2,5,6,-5,-2,1
CC1(Oc2cccc(C#N)c2)CCN(Cc2ccccc2OC(F)F)C1 (centres undefined),2,.,-2,-3,-5,4,-1,3,3,0
